Screens (PubChem BioAssay)
EBV LMP1 NFkB = reduces LMP1-driven NF-kappaB luciferase signal | LMP1-induced NF-kappaB luciferase reporter cells, luminescence | inhibition, % at 12.5 µM | hit rate 0.69% among 350,000; in the data active means inhibition above about 41%;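 further: 0% = neutral control wells and 100% = reference inhibitor control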
MC4R barr agon = human MC4R agonism via beta-arrestin; activation, % at 8.9 µM; U2OS MC4R beta-arrestin complementation, luminescence; percent of melanotan II response, DMSO zero; P32245; hit rate 0.98% among 360,000;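 active means activation above a per-plate cutoff, the mean activation of sample wells on that plate plus 3 SD, cut at about 8% in these data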
SRC2 inh = human SRC2 (NCOA2) inhibition. hit rate 0.17% among 370,000. inhibition, % at 9 µM. Q15596. AID 651957. HEK293 GAL4-SRC2 luciferase reporter, luminescence;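 active means inhibition above the mean inhibition of all tested compounds plus 3 SD, set per campaign, cut at about 52% in these data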;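 further: 0% = DMSO treated cells and 100% = cells given Gossypol at 36 µM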
NR5A2 inv ag = suppresses constitutive activity of human LRH-1 | O00482 | inhibition, % at 3.6 µM | hit rate 0.13% among 360,000 | HEK293T StAR-luciferase reporter, LRH-1 transfected, 24 h | AID 602396;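 active means inhibition above the mean inhibition of all tested compounds plus 3 SD, cut at about 73% in these data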;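 further: 0% = DMSO wells and 100% = reporter-only cells lacking LRH-1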
MC4R antagonist = antagonists of human melanocortin 4 receptor (MC4R). P32245. AID 540295. hit rate 0.48% among 360,000. inhibition, % at 6.5 µM. MC4R-expressing cells, MTII-stimulated cAMP, LANCE TR-FRET;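 active means inhibition above its plate's cutoff, the mean of tested wells on that plate plus 3 SD, cut at about 29% in these data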;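 further: 0% = Melanotan II alone and 100% = Melanotan II plus saturating MCL0020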
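Material: human MC4R-expressing U2OS cells. Probe or stimulus: Melanotan II challenge. Dosing: 6.5 µM single dose. Times: 30-min compound, 1-h challenge, 1-h detection, room temperature. Technique: TR-FRET with Eu-cAMP and labeled anti-cAMP, 671 nm. Replication: singlicate.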
TLR9-MyD88 inh = blocks human TLR9 binding to MyD88; Q9NR96+Q99836; CHO BLA complementation TLR9-MyD88, CCF4 FRET ratio; inhibition, % at 4.98 µM; hit rate 0.21% among 340,000; AID 504734;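 active means inhibition above the mean over all tested compounds plus 3 SD, cut at about 21% in these data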;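 further: 0% = DMSO only wells and 100% = clavulanate BLA inhibitor control wells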
NCOA1 inh = human NCOA1 inhibition; Q15788; HEK293 GAL4-SRC1 luciferase reporter, luminescence; inhibition, % at 3.6 µM; hit rate 0.12% among 360,000; AID 588354;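 active means inhibition above the campaign mean plus 3 SD, with each screening campaign given its own cutoff, cut at about 60% in these data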;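 further: 0% = DMSO treated cells and 100% = gossypol at 36 µM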
Target sequence (Q15788 whole entry, looked up, the tested form may be a part): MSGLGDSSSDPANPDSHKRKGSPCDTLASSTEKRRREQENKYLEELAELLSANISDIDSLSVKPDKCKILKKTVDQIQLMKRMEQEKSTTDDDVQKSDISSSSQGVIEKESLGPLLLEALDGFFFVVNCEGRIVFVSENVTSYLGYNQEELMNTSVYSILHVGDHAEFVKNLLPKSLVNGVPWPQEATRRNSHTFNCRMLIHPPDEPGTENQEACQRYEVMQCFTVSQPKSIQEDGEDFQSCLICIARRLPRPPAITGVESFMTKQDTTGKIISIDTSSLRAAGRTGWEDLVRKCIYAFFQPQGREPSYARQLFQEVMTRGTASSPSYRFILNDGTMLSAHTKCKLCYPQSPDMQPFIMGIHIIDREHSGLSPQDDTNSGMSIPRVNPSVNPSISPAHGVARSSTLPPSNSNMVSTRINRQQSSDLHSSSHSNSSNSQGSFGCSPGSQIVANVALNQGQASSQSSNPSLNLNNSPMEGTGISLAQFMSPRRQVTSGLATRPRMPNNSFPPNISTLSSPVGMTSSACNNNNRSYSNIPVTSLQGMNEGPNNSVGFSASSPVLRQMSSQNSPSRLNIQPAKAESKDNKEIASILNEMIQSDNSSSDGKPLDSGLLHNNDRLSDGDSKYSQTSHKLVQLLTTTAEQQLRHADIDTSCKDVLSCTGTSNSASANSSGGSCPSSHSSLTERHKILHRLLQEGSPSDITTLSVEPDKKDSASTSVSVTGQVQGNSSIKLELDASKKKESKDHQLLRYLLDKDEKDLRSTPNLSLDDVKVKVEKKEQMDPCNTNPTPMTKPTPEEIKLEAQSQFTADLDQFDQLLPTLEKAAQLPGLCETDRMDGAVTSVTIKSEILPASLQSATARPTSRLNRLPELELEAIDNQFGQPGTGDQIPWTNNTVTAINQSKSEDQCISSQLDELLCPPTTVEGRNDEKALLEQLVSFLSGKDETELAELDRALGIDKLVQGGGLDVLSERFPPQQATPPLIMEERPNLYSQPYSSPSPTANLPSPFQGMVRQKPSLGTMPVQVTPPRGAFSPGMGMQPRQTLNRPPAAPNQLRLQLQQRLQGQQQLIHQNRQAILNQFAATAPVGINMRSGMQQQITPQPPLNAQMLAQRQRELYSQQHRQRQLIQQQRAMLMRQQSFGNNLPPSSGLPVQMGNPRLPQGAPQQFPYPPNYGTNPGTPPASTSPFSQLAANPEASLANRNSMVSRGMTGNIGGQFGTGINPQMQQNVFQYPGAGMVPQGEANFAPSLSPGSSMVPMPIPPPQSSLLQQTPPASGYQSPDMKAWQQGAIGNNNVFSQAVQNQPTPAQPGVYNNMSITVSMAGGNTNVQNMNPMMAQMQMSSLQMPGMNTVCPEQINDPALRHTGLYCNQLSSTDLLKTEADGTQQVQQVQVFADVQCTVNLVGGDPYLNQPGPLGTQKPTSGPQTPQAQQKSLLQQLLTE
ABHD5 PLIN5 PPI = ABHD5-PLIN5 protein interaction inhibition | hit rate 0.78% among 360,000 | inhibition, % at 4 µM | Split G. princeps luciferase complementation, luminescence, 4 h;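 active means inhibition above the mean inhibition across every tested compound plus 3 SD, cut at about 22% in these data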;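 further: 0% = DMSO only wells and the 100% control is not disclosed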
NOD2-RIPK2 inh = blocks binding of human NOD2 to RIPK2. AID 624267. O43353. inhibition, % at 4.98 µM. hit rate 0.38% among 360,000. CHO BLA complementation NOD2-RIPK2, CCF4 ratio; in the data active means inhibition above about 21%;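 further: 0% = vehicle only and 100% = reference blocker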
COUP-TFII inh = blocks human COUP-TFII nuclear receptor; AID 686940; hit rate 0.7% among 370,000; P24468; HEK293T NGFI-A luciferase reporter, luminescence; inhibition, % at 8.6 µM;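 active means inhibition above a per-plate cutoff, mean inhibition of test wells between control levels plus 3 SD, cut at about 38% in these data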;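 further: cells cotransfected with COUP-TFII expression vector driving the NGFI-A reporter; 0% = median of COUP-TF2 test wells and 100% = reporter-only cells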
NCOA3 inh = inhibitors of human steroid receptor coactivator 3 (SRC3); Q9Y6Q9; HEK293 GAL4-SRC3 luciferase reporter, luminescence; inhibition, % at 3.6 µM; hit rate 0.17% among 360,000; AID 588352;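 active means inhibition above a per-campaign cutoff, the mean of all compounds plus 3 SD, cut at about 60% in these data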;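 further: 0% = DMSO-treated cells and 100% = gossypol-treated cells at 36 µM; higher means less SRC3-driven luciferase light from the GAL4 reporter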
Starred values were filed as active, the others as inactive; . = not tested or not shown. The list is partial. The share of hits here may be higher or lower than overall.

Below each SMILES: EBV LMP1 NFkB	MC4R barr agon	SRC2 inh	NR5A2 inv ag	MC4R antagonist	TLR9-MyD88 inh	NCOA1 inh	ABHD5 PLIN5 PPI	NOD2-RIPK2 inh	COUP-TFII inh	NCOA3 inh
- COc1ccccc1C(=O)Oc1ccccc1C(=O)Nc1ccccc1
  -8.6	1.1	-27.0	-49.0	19.1	5.3	-70.8	2.9	-12.1	-30.4	-21.2
- Fc1cc2nccnc2cc1N1CCSCC1
  0.6	0.2	-18.1	5.0	-5.3	-5.2	1.6	-0.8	8.1	-5.0	2.0
- Cc1ccc(O)c(C(CC(=O)N2CCCC2)c2ccccc2)c1 (configuration not stated)
  6.9	1.9	.	0.9	27.3	-4.1	6.9	0.5	-5.2	.	4.8
- NC(=O)c1ccc(C(F)(F)F)n(Cc2ccccc2Cl)c1=O
  -7.1	3.7	8.8	1.1	-3.9	6.1	14.5	4.5	-6.4	13.0	4.9
- c1ccc(Cc2nc3ccccc3o2)cc1
  -2.6	0.0	-40.6	-8.9	12.0	-2.1	-5.4	-0.2	-11.7	-16.9	4.8
- O=C(C[C@H]1C/C=C\CC[C@@H](Cc2ccc(F)cc2)C(=O)OC[C@H]2CCCN2C1=O)NCCO
  -4.7	-1.3	-1.9	-1.5	0.8	2.6	5.4	-6.4	-3.1	6.3	-10.1
- Cc1nc([N+](=O)[O-])c(NCCCO)n1Cc1ccccc1
  19.1	-2.2	-26.3	-2.6	9.0	-21.3	-58.7	4.2	-2.3	-6.6	0.6
- CCC(CC)C(=O)Nc1nnc(S(=O)(=O)N2CCc3ccccc32)s1
  -5.7	3.1	3.6	-20.4	7.6	-4.2	1.3	-1.1	-8.8	-6.1	-4.2
- COc1cc(CNCCNC(=O)c2nonc2N)ccc1OCc1ccc(Cl)nc1
  0.4	-3.2	5.4	13.0	13.8	8.5	-7.5	-0.1	-0.2	-1.4	14.9
- COc1ccc(-c2nnn(CC(=O)NCCc3c[nH]c4ccccc34)n2)cc1OC
  -2.8	-0.9	-28.4	18.2	0.5	-2.5	10.1	1.0	1.6	-5.6	9.4
- Cc1ccsc1C(=O)N1CCCC(CO)(Cc2ccccc2F)C1 (configuration not stated)
  -6.3	-4.1	-3.8	-3.2	-3.4	-0.5	-14.7	6.5	-0.4	-3.9	-13.7
- CCOc1ccc(N=CC2=C(O)CC(c3ccco3)CC2=O)cc1 (configuration not stated)
  -6.4	-0.4	7.9	12.9	7.1	-0.2	2.5	-2.8	6.2	-5.1	14.9
- C[C@H](O)C#Cc1ccc2c(c1)O[C@@H](CN(C)Cc1ccc(-c3ccccc3)cc1)[C@H](C)CN([C@@H](C)CO)S2(=O)=O
  -118.4	-3.0	14.2	-4.3	39.3*	-0.5	-11.6	2.5	4.2	-21.5	3.6
- O=C(CN1CCN(c2nc(-c3ccccc3)cs2)CC1)NCc1ccc2c(c1)OCO2
  6.0	4.1	25.6	-34.9	5.3	-0.7	9.7	7.5	-6.0	17.2	10.1
- CCC(C(=O)NC1CCCC1)n1nc(C)n2c(cc3occc32)c1=O (configuration not stated)
  -6.4	-2.3	17.5	11.5	4.6	3.2	-9.2	1.9	4.4	11.8	-6.7
- CCOc1cc(/C=N/Nc2cccc(C(=O)O)c2)ccc1OC(=O)c1ccccc1
  59.4*	-4.0	-57.4	-283.8	-3.9	2.2	-154.0	-6.7	-0.6	-78.7	-96.1
- CCOC(=O)N1CCN(C(=O)c2ccc(NC(=O)c3ccc(C)cc3)cc2)CC1
  18.9	-2.3	-4.8	-30.0	16.0	-6.5	-6.7	4.6	-15.3	25.3	3.4
- O=C(O)C1CC(O)CN1S(=O)(=O)c1cccs1 (configuration not stated)
  -3.4	-2.2	-3.7	1.4	-1.5	6.0	4.4	-5.2	-6.8	-2.6	7.2
- Cc1ccc(S(=O)(=O)N2CCN(C(=O)COC(=O)CCOc3ccccc3C)CC2)c(C)c1
  -5.8	-2.2	3.8	7.0	-3.2	1.3	-24.7	0.0	-0.2	3.4	13.2
- CC(C)=NOC(=O)c1ccc(-c2ccccc2)cc1
  1.8	1.8	5.5	-2.0	12.9	-13.7	-4.3	-1.8	3.8	-23.4	-1.6
- N#CNC(=Nc1ccccc1F)SCc1ccc(C(=O)O)cc1
  0.7	-3.9	-28.6	-1.0	-2.0	-1.8	-10.6	-4.5	-11.3	-11.5	1.1
- CCCCC(OC(=O)c1cc2occc2n1C)C(=O)NCC1CCCO1 (configuration not stated)
  -8.5	2.4	-12.6	-0.6	7.3	-0.1	-18.8	-0.2	-7.5	-5.8	-13.6
- CCOC(=O)CSc1nnnn1-c1cc(OC)ccc1OC
  0.7	0.1	2.4	24.7	3.1	8.4	-10.0	-6.5	5.8	-5.2	-51.7
- Cc1n[nH]c(=O)nc1NCc1ccco1
  4.5	0.1	-2.5	11.8	-2.2	1.7	8.0	1.8	-13.3	6.5	-3.4
- O=C(NCc1ccc2c(c1)OCO2)c1ccc(Br)o1
  -2.7	-1.9	-9.4	-17.1	10.4	-5.8	-50.5	3.6	1.5	-34.1	-33.2
- CCN(CC)CCCNC(=O)c1cc(Sc2nnc(C)s2)nc2ccccc12
  0.7	-0.4	-15.1	9.9	4.4	-11.7	-11.2	-0.9	1.2	-1.4	13.2
- O=c1[nH]c2ccc(S(=O)(=O)N3CCN(c4ccccc4)CC3)cc2[nH]c1=O
  1.3	1.8	4.9	7.9	4.4	-5.8	13.7	1.3	-1.6	4.3	23.0
- COc1cc2ccccc2cc1C(=O)Nc1ccc(CN2CCOCC2)cc1
  1.6	-1.1	-71.8	-21.4	1.8	-5.9	-20.0	0.3	-2.9	-33.2	-9.7
- Cc1cc(C=O)c(C)n1-c1ccc(N2CCOCC2)c([N+](=O)[O-])c1
  6.0	-0.6	-1.2	13.4	-0.9	-9.6	0.6	0.5	-14.8	2.9	13.9
- Cc1cc([N+](=O)[O-])nn1CC(=O)NCc1ccc(Cl)cc1
  3.5	-1.1	-23.7	3.6	-3.1	-1.0	-8.1	3.0	-11.9	2.3	6.1
- O=C1OCCC1Sc1nc2ccccc2n1-c1ccccc1 (configuration not stated)
  3.8	0.4	-0.8	1.3	22.7	1.6	1.4	3.0	-0.7	-11.9	9.4
- COC(=O)c1cc2c(-c3ccccc3)cc3ccccn3c-2c1C(=O)OC
  -0.3	-1.3	-1.4	51.1	6.7	4.0	2.1	0.6	2.9	-0.8	0.7
- CCCOc1ccc(CC(=O)N/N=C\c2ccc(F)cc2)cc1
  8.6	2.9	27.1	4.8	2.0	-7.9	8.1	-2.0	-6.2	-10.3	12.2
- O=C(Nc1ccc(Oc2ccccc2)nc1)C1CCCCN1Cc1cccc(OCCO)c1 (configuration not stated)
  13.4	-1.0	-21.1	-17.4	3.9	-1.0	-1.9	4.6	-0.2	-6.7	-34.0
- CC(=O)C1=C(C)NC(=S)NC1c1cc([N+](=O)[O-])ccc1O (configuration not stated)
  -3.1	-1.2	-18.1	-0.3	-1.9	-1.3	3.4	0.0	5.8	7.1	2.1
- CC1CCN(c2ccc(C(=O)NCc3ccc4c(c3)OCO4)cc2[N+](=O)[O-])CC1
  -6.8	-1.3	-16.6	12.3	6.6	2.0	-0.4	1.6	-1.9	-1.5	12.9
- Cc1[nH]c2ccc(C(=O)OCCN(C)C)cc2c1C
  -17.0	-1.7	-8.8	-15.2	-7.3	2.9	-29.8	2.7	-10.1	8.4	14.6
- COc1ccccc1CNC(=O)c1ccc2c(=O)n3c(nc2c1)CCCCC3
  1.0	-1.7	3.0	-5.9	9.7	3.0	6.2	0.5	-2.3	12.4	10.4
- O=C(N/N=C/c1ccc(Cl)cc1Cl)c1ccncc1
  5.7	-2.0	-14.5	3.7	2.2	8.5	-9.8	0.7	6.3	4.4	-1.0
- CCCCC(=O)Nc1cnc(NC(=O)c2cccs2)cc1C
  -10.9	0.8	-41.0	-93.1	7.2	-11.1	-102.8	-8.4	-1.6	-43.1	-76.8
- CC(C)c1ccc(NC(=O)C2CCCN(S(=O)(=O)c3cccnc3)C2)cc1 (configuration not stated)
  3.9	-0.7	24.9	-1.1	14.5	-3.6	14.6	4.5	12.9	26.5	36.4
- C=C1CCC2C(C)(C(=O)O)CCCC2(C)C1CCC(CO)CCO (configuration not stated)
  .	0.9	-12.7	-11.6	11.2	.	-0.1	-2.0	-11.2	-2.3	9.8
- CC1(C)CC(=O)C=C(c2cccc(OC(=O)c3ccc(Br)cc3)c2)C1=O
  -1.0	-0.8	-11.5	-38.7	-5.5	-1.5	5.1	-0.5	4.4	3.2	-23.9
- COc1cc([N+](=O)[O-])ccc1NC(=O)NNC(=O)C(C)Oc1ccc(F)cc1F (configuration not stated)
  5.1	-4.5	-9.6	-12.1	3.5	-6.6	-16.9	-2.3	-14.9	23.5	-42.2
- COc1ccccc1CN1CC(C(=O)N(C)Cc2[nH]c3ccccc3c2C)CCC1=O (configuration not stated)
  -0.6	-3.8	-19.7	0.0	7.6	-7.5	-16.8	-1.7	-6.2	-8.0	14.7
- COc1ccc(C(=O)OCC(=O)NC(C)(C)C)cc1[N+](=O)[O-]
  4.7	-1.9	-28.1	0.3	0.4	1.1	4.7	-4.8	-6.9	-10.0	8.2
- Nc1cc(N)nc(SCC(=O)NC(=O)NC2CCCC2)n1
  -2.4	-0.3	-32.5	-0.7	1.2	3.7	-5.4	2.5	0.4	9.4	16.0
- Cc1ccc(NC(=O)/C=C/c2ccc([N+](=O)[O-])s2)cc1
  -170.3	0.4	-1.5	-7.7	12.1	9.8	-53.2	-3.1	17.3	-13.0	-21.6
- Cc1cc(C)c2cc(C#N)c(SCC(=O)Nc3ccc4c(c3)OCO4)nc2c1
  -2.0	1.9	-13.7	3.6	3.3	-5.6	-5.3	1.2	5.0	-0.3	10.6
- c1ccc(Cn2nnc3c(Nc4ccc5c(c4)OCO5)nc(C4CC4)nc32)cc1
  10.7	17.6*	-2.4	9.6	9.0	-0.9	-2.1	0.4	-2.1	13.9	5.6
- COc1ccc(OC(C)C(=O)Nc2cccnc2)cc1 (configuration not stated)
  -0.7	-2.0	3.4	-4.2	12.9	2.7	-5.0	-0.5	-4.9	4.3	14.9
- COC(=O)c1cc(COc2ccc3c4c(c(=O)oc3c2)CCCC4)c(C)o1
  0.1	-2.0	4.9	12.7	-0.2	2.6	5.8	7.1	-9.7	7.9	14.3
- S=c1oc(-c2ccncc2)nn1CCc1ccncc1
  -2.6	-1.7	12.6	5.2	7.4	-5.0	1.9	0.0	9.8	15.9	-3.0
